# Bioassay records from PubChem BioAssay.
# AmpC detergent = qHTS Inhibitors of AmpC Beta-Lactamase (assay with detergent); AmpC hydrolysis of nitrocefin, absorbance 480 nm, 0.01% Triton; Potency, µM (top dose mostly 114 µM), without a hit: at the highest dose activity change, negative = inhibition, hits mostly inhibitors; actives 0.041% (n = 370,000); AID 485294, 2010;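 note: potency is the fitted concentration of half-maximal effect; 0% = no-compound wells and -100% = no-enzyme wells; nearly all actives have a fitted effect of over 25% in size; some results filed as inactive show a strong effect at the top dose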
# Target sequence (P00811 whole entry, looked up): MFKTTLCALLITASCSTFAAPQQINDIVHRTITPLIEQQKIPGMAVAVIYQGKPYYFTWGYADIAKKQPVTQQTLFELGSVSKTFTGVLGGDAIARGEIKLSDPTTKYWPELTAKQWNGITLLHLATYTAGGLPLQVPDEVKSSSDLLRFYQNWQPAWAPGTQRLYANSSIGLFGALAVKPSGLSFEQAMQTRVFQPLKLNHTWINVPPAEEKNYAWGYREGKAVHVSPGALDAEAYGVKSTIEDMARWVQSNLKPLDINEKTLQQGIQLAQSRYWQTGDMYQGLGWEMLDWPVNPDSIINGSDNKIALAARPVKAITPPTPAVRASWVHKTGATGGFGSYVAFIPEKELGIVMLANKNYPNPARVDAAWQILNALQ
#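 20 mM phosphate pH 7.0 + 0.01% (detergent screen) or 0.0001% Triton X-100; 5.3 nM AmpC reagent; cpd preinc 15 min RT; nitrocefin (800 uM stock) to start; A480 q20 s × 4 min; Activity was normalised to no-enzyme and no-compound control wells.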
# AmpC inh no detg = qHTS Inhibitors of AmpC Beta-Lactamase (assay without detergent); P00811; AmpC nitrocefin hydrolysis, absorbance 480 nm, 0.0001% Triton; Potency, µM (top dose mostly 57.1 µM), inactives show at the top dose activity change, negative = inhibition, hits mostly inhibitors; actives 0.52% (n = 330,000);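 note: potency is the fitted concentration of half-maximal effect; plate controls were no compound for no effect and no enzyme for full effect; nearly all actives have a fitted effect of over 20% in size; some results filed as inactive show a strong effect at the top dose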
#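 20 mM phosphate pH 7.0 + 0.01% (detergent screen) or 0.0001% Triton X-100; 5.3 nM AmpC reagent; cpd preinc 15 min RT; nitrocefin (800 uM stock) to start; A480 q20 s × 4 min; Activity was normalised to no-enzyme and no-compound control wells.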
# Sm TGR block = qHTS Assay for the Inhibitors of Schistosoma Mansoni Peroxiredoxins; purified TGR, DTNB reduction, TNB absorbance 405 nm; Potency, µM (doses to about 114 µM), for inactives: top-dose activity change, negative = inhibition, hits mostly inhibitors; actives 3% (n = 360,000); note: potency is the fitted concentration of half-maximal effect; nearly all actives have a fitted effect of over 60% in size
#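 TGR 20 nM + NADPH 100 uM (dispensed conc.), cpd preinc 15 min RT; start with NADPH (500 uM addition) then DTNB (15 mM addition). Kinetic TNB absorbance, 405 nm filter. Four-parameter Hill fit across titration.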
# Giardia FBPA inh = qHTS Assay for Inhibitors of Fructose-1,6-bisphosphate Aldolase from Giardia Lamblia | A8B2U2 | purified Giardia FBPA | Potency, µM (top dose mostly 59.6 µM), for the others: top-dose activity, negative = inhibition, usual class: inhibitors | actives 0.71% (n = 290,000); note: potency is the fitted concentration of half-maximal effect; nearly all actives have a fitted effect of over 55% in size
# Target sequence (A8B2U2 whole entry, looked up): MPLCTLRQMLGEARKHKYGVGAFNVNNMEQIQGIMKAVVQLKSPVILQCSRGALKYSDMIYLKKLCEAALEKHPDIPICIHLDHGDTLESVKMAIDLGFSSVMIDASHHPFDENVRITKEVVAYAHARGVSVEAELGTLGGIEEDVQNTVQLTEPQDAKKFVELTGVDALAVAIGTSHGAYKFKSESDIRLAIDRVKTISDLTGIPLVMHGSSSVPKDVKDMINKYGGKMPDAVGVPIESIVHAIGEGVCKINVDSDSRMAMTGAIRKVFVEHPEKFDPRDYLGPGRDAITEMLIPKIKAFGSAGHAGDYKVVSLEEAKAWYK
#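 Giardia FBPA (40 nM reagent) was preincubated 10 min at RT with compound (up to 57.5 uM final), then substrate plus GAPDH/TPI/NAD/arsenate coupling system with diaphorase/resazurin was added; resorufin fluorescence (525/598 nm) was read after 20 min.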
# AMA1 RON2 block = qHTS for Inhibitors of AMA1-RON; Towards Development of Antimalarial Drug Lead: Primary Screen; AID 720542, 2013; AlphaScreen AMA1-biotinylated RON2 peptide binding; actives 0.2% (n = 360,000); Potency, µM (titrated, usually from 58.2 µM), without a hit: at the top dose activity change, negative = inhibition, actives largely listed as inhibitors; Plasmodium falciparum AMA1 (3D7) - RON2 peptide interaction;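 note: potency is the fitted concentration of half-maximal effect; 0% = vehicle wells and -100% = peptide control; nearly all actives have a fitted effect of over 45% in size; some results filed as inactive show a strong effect at the top dose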
#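 AMA1 (3D7) with his tag at 25 nM final met compounds first, then biotinylated RON2 peptide at 25 nM; detection used donor plus acceptor beads, 10 µg/mL apiece, read by AlphaScreen after 30 min at room temperature.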
# HCMV inh = qHTS Assay for inhibitors of the human cytomegalovirus (HCMV) | HFF cells, HCMV-luciferase reporter, 72 h; active compounds read low | activity change, negative = inhibition, % at 57.5 µM | actives 4.5% (n = 410,000) | AID 1259415, 2018; in the data active = activity change below about -60%; inconclusive = no clear call, values can overlap the other calls; inactive = above about -39%
#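 Two-dose cell screen: HFF monolayers treated with compounds and infected with luciferase-expressing HCMV at 1 PFU/cell, 72 h at 37C, then lysed for luciferase measurement.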
# An asterisk follows results filed as active; ? = inconclusive; · = not tested or not shown; & = joins results of further samples; [ ] = remark or other dose. Unless noted, calls come from the whole dose curve; as a rule, active = well fitted curve in the direction sought with a large enough effect; inconclusive = small, poorly fitted or top-dose-only effect, or another doubt; inactive = no such curve, though single readings can be large; an effect the other way counts as inactive or inconclusive. Unless noted, % is set by controls: 0 for no effect and ±100 for the full control effect.
Molecule	Sm TGR block	HCMV inh	AmpC inh no detg	AMA1 RON2 block	AmpC detergent	Giardia FBPA inh
COC(=O)C1CN(C(=O)COc2ccc(C)cc2)c2ccccc2O1 (stereo not drawn)	5%	37	8%	-2%	7%	-3%
O=C(O)c1cccnc1Sc1ccccc1Cl	-14%	0	-13%	-1%	-7%	3%
COc1ccccc1CN1CC(C(=O)NCc2ccc(C)c(F)c2)CCC1=O (stereo not drawn)	4%	-8	61%[activator]	4%	-1%	18%
COc1ccc(NC(=O)CCNS(=O)(=O)c2ccc(Br)s2)cc1	2%	?	-31%	-5%	-9%	3%
CCSC1=NCCN1C(=O)c1ccc(S(=O)(=O)N(CC)CC)cc1	1%	2	27%	-3%	1%	11%
CCS(=O)(=O)c1nc(S(=O)(=O)c2ccc(C)cc2)c(NCCCn2ccnc2)s1	-6%	?	4%	-3%	-4%	·
CCCCNC(=S)N(C)/N=C/c1ccccc1C(=O)O	2%	10	-22%	-5%	3%	7%
CCOc1cc(/C=C/c2nc3cc(C)c(C)cc3s2)ccc1OCC(=O)N1CCOCC1	3%	-21	195%[activator]	-7%	-3%	-4%
Cc1ccc(NC(=S)NC(=O)Cc2ccccc2)c(O)c1	10%	5	-31%	86%[activator]	-4%	-3%
CCOc1cc(C)c(C(C)C)cc1S(=O)(=O)n1ccc(C)n1	5%	-19	14%	9%	-11%	-4%
CCN(CC)CC(=O)Nc1ccc(C)cc1C(=O)c1ccccc1	-8%	-3	17%	9%	0%	0%
O=C(O)CC(c1cccc2ccccc12)n1cccc1 (stereo not drawn)	9%	6	-16%	12%	-1%	·
O=C1/C(=C/c2ccc3c(c2)OCO3)CCC/C1=C\c1ccc2c(c1)OCO2	3%	?	-23%	?	-3%	-6%
O=C(Nc1ccccc1C(F)(F)F)c1cccnc1	1%	6	0%	21%	-2%	6%
CCSc1nnc(NC(=O)c2cccc(S(=O)(=O)N(C)c3ccc(C)cc3)c2)s1	4%	?	-14%	12%	-9%	12%
CCCC(=O)Nc1ccc(-c2nc3cc(C)c(C)cc3o2)cc1	3%	87	-2%	-1%	-9%	8%
Cc1cccc(OCC(=O)Nc2nc(-c3ccncc3)cs2)c1	-2%	-28	-19%	3%	3%	·
CCC1(c2ccc(F)cc2)NC(=O)N(CC(=O)NC2CC2)C1=O (stereo not drawn)	1%	27	-11%	31%[activator]	-11%	·
Clc1ccc(-n2nnc(-c3cccnc3Cl)n2)cn1	?	20	-18%	0%	7%	4%
Cc1ccc(-n2nc3c(c2NC(=O)c2ccco2)CS(=O)C3)cc1 (stereo not drawn)	-33%	38	0%	14%	7%	-10%
CS(=O)(=O)N1CCc2cc(C(=O)Nc3ccc(Br)cc3)ccc21	2%	16	-43%	5%	0%	1%
C=CCc1cc(C)ccc1OCCOCCn1ccnc1	-3%	-63*	9%	?	2%	?
Cc1ccc2nc(NC(=O)C3CCCN(S(=O)(=O)c4cccc5nsnc45)C3)sc2c1 (stereo not drawn)	0%	-22	-17%	-3%	-12%	-3%
CC(=O)c1ccc(NC(=O)c2sc(-n3nc(C)c(CCC(C)C)c3C)nc2C)cc1	-1%	-10	·	·	-2%	·
Cc1csc(NC(=O)C2CCCN(S(=O)(=O)c3cccnc3)C2)n1 (stereo not drawn)	0%	-7	-17%	0%	-7%	-2%
COc1ccc(CCNC(=O)CCCn2c(=O)c3cccn3c3cccnc32)cc1OC	-1%	-20	·	·	14%	·
COc1ccc(OCC(O)CNC(=O)Nc2ccccc2)cc1 (stereo not drawn)	14%	-14	-4%	-1%	-8%	3%
CC(O)CSc1nc2c(c(=O)n(C)c(=O)n2C)n1CCCc1ccccc1 (stereo not drawn)	10%	-16	63%[activator]	5%	7%	-16%
C=CCNc1cc(C)oc(=O)c1C(=O)CCC	-20%	45	-11%	0%	-13%	2%
CC(=O)/C(C#N)=C1\NC(=O)C(Cc2ccccc2Cl)S1 (stereo not drawn)	6%	-95*	-25%	-14%	3%	16%

# Random excerpt: six compounds from above, in no set order.
Molecule	Sm TGR block	HCMV inh	AmpC inh no detg	AMA1 RON2 block	AmpC detergent	Giardia FBPA inh
COC(=O)C1CN(C(=O)COc2ccc(C)cc2)c2ccccc2O1 (stereo not drawn)	5%	37	8%	-2%	7%	-3%
CCCCNC(=S)N(C)/N=C/c1ccccc1C(=O)O	2%	10	-22%	-5%	3%	7%
CCS(=O)(=O)c1nc(S(=O)(=O)c2ccc(C)cc2)c(NCCCn2ccnc2)s1	-6%	?	4%	-3%	-4%	·
O=C1/C(=C/c2ccc3c(c2)OCO3)CCC/C1=C\c1ccc2c(c1)OCO2	3%	?	-23%	?	-3%	-6%
Cc1ccc(-n2nc3c(c2NC(=O)c2ccco2)CS(=O)C3)cc1 (stereo not drawn)	-33%	38	0%	14%	7%	-10%
O=C(O)CC(c1cccc2ccccc12)n1cccc1 (stereo not drawn)	9%	6	-16%	12%	-1%	·

# Continuation.
Molecule	Sm TGR block	HCMV inh	AmpC inh no detg	AMA1 RON2 block	AmpC detergent	Giardia FBPA inh
CCC1CCCCN1CCCNC(=O)c1ccc2c(c1)c(C)c(C)n2CC (stereo not drawn)	-7%&-10%	-33&0	15%	-3%	-10%&3%	3%
Cc1ccc2nc(/C(C#N)=C\c3cc(O)ccc3[N+](=O)[O-])[nH]c2c1	13%	-6	?	21%	-4%	13%
CCOc1[nH]n(-c2ccccc2)c(=O)c1C=NCc1ccncc1	1%	-5	27%	2%	-15%	6%
O=C(c1cccc(F)c1)N1CCN(Cc2ccc3c(c2)OCO3)CC1	7%	-7	11%	5%	6%	?
CCN(c1ccc(Cl)cc1)S(=O)(=O)c1nnc(NC(=O)C2CCCCC2)s1	3%	-64*	·	·	20%	·
Cc1cc(C)c(NS(=O)(=O)c2ccc(-c3cnc(C4CC4)o3)cc2)c(C)c1	-1%	-92*	·	·	-8%	·
CN1CCN(C2=C(NS(=O)(=O)c3cccs3)C(=O)c3ccccc3C2=O)CC1	-33%	-31	-12%	-17%	3%	?
CCNC(=O)C(=O)N/N=C/c1cc([N+](=O)[O-])ccc1O	8%	10	-13%	-14%	7%	-3%
Cc1nc2ccc(Cl)cn2c1P(=S)(N1CCOCC1)N1CCOCC1	0%	41	84%[activator]	0%	-11%	3%
COc1cc(OC)c(NC(=O)Nc2c(C)n(C)n(-c3ccccc3)c2=O)cc1Cl	4%	-10	·	·	12%	·
CNC(=O)c1ccccc1-c1ccccc1	-1%	-9	-14%	1%	-1%	3%
O=C(NCc1ccco1)C1CCN(S(=O)(=O)Cc2ccccc2)CC1	-20%	-34	-12%	2%	-3%	0%
CCOc1ccccc1NC(=O)Nn1cnnc1	5%	5	-15%	-2%	5%	·
COc1ccc2sc(-c3ccccc3OC)c(C#CC(C)(C)O)c2c1	-24%	5	27%	-5%	0%	·
Cc1cc(N/N=C/c2ccc(F)cc2)nc(-n2nc(C)cc2C)n1	29%	-96*	105%[activator]	62%[activator]	1%	7%
O=C(Nc1ccc(-c2n[nH]c(=S)o2)cc1)c1ccccc1Br	-11%	63	-20%	13%	1%	-8%
CN(C)C(=O)OCC1COc2ccccc2O1 (stereo not drawn)	17%	-35	-19%	-3%	3%	3%
COc1ccc(C(=O)NNc2ncnc3c2cnn3-c2cccc(Cl)c2)cc1OC	5%	-86*	·	·	4%	·
Cc1ccc(CNC(=O)C(C)OC(=O)c2cccs2)cc1 (stereo not drawn)	0%	0	-7%	25%	-14%	9%
COc1ccc(-n2c(=O)c3ccccc3n(CC(=O)NC3CCCCC3)c2=O)cc1OC	-2%	-21	-12%	-7%	5%	-5%
COC(=O)[C@@H]1C[C@H]2CC[C@H](O)C[C@H]2N1Cc1ccc(-c2ccccc2)cc1	-29%	-12	38%	14%	-4%	0%&3%
CCOc1ncccc1C(=O)NNC(=O)c1cccc(S(=O)(=O)N2CCOCC2)c1	·	-11	-10%	37%[activator]	·	·
O=C(NCc1ccncc1)c1ccc(Cl)c(S(=O)(=O)N2CCOCC2)c1	-25%	-24	-24%	-25%	-12%	7%
Cc1cc(C)n(-c2nnc(C)n2/N=C/c2ccccc2OCc2ccccc2Cl)n1	14%	?	122%[activator]	-2%	-4%	2%
COc1ccc([C@@H]2[C@@H]3C(=O)N(C(C)(C)C)C(=O)[C@@H]3[C@]3(Cc4ccc(Cl)cc4)C(=O)N(c4ccc(OC)cc4)C(=O)N23)cc1	2%	10	60%	-7%	0%	·
CCn1c(C(=O)NCc2ccccc2OC)cc2sccc21	0%	-16	·	·	3%	·
CC(C)c1onc(C(=O)N2CCCCC2C)c1[N+](=O)[O-] (stereo not drawn)	?	-37	-15%	0%	-14%	3%
CS(=O)(=O)N1CCN(C(=O)c2cc(-c3ccncc3)nc3ccc(Cl)cc23)CC1	5%	58	·	-3%	1%	2%
CC(C)CN(C(=O)CN1CCN(S(=O)(=O)c2ccccc2)CC1)c1c(N)n(CC(C)C)c(=O)[nH]c1=O	-12%	-6	-49%	17%	?	-1%

# A stretch from further up:
Molecule	Sm TGR block	HCMV inh	AmpC inh no detg	AMA1 RON2 block	AmpC detergent	Giardia FBPA inh
CCC1CCCCN1CCCNC(=O)c1ccc2c(c1)c(C)c(C)n2CC (stereo not drawn)	-7%&-10%	-33&0	15%	-3%	-10%&3%	3%
Cc1ccc2nc(/C(C#N)=C\c3cc(O)ccc3[N+](=O)[O-])[nH]c2c1	13%	-6	?	21%	-4%	13%
CCOc1[nH]n(-c2ccccc2)c(=O)c1C=NCc1ccncc1	1%	-5	27%	2%	-15%	6%
O=C(c1cccc(F)c1)N1CCN(Cc2ccc3c(c2)OCO3)CC1	7%	-7	11%	5%	6%	?
CCN(c1ccc(Cl)cc1)S(=O)(=O)c1nnc(NC(=O)C2CCCCC2)s1	3%	-64*	·	·	20%	·
